# Screening data from PubChem.
# TRPC6 inhibitor – inhibitors of mouse TRPC6 channel; HEK293-TRPC6, membrane potential dye, ACh-evoked depolarization; stronger effect = lower value; B-score at 10 µM; actives 1.1% (n = 310,000);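 active = B-score under library mean minus 3 SD, initial fluorescence not abnormally high, positive integrated signal ratio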;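 note: B-score derived from integrated fluorescence ratio over the kinetic read; more negative B-score means stronger inhibition of depolarization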
# Target sequence (Q61143 whole entry, looked up): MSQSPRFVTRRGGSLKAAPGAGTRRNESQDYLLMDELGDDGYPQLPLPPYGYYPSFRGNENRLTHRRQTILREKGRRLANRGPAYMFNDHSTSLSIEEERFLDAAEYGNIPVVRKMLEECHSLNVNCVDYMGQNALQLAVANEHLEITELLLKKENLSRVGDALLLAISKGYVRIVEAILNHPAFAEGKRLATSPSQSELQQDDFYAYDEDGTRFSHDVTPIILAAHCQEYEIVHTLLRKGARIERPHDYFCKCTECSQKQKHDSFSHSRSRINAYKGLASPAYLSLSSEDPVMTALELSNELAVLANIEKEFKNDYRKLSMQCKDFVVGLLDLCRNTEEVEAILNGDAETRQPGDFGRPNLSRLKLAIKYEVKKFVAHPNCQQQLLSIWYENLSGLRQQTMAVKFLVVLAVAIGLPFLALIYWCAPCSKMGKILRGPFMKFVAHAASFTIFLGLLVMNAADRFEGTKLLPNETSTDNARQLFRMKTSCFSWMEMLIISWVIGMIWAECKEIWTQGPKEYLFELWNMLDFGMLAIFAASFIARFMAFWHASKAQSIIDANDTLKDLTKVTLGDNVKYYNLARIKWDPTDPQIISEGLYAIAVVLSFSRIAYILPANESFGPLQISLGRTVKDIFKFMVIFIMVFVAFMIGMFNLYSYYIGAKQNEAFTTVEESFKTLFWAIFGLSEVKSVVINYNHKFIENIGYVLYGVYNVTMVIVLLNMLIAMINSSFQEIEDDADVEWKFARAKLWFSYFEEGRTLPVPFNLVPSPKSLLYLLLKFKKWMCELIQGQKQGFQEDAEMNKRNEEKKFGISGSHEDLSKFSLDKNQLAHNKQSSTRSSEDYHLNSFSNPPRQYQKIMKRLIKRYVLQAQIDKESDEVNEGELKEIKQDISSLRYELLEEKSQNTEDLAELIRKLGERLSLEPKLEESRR
# HIF activator – HIF pathway transcriptional activation | U2OS HRE-luciferase reporter, luminescence; normalized: DMSO 0%, desferrioxamine 100% | activation, % at 7.5 µM (by protocol) | actives 0.32% (n = 300,000) | AID 1910;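 active = mean activation of at least 10% of the iron chelator positive control signal, with at least half of replicates also reaching 10%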
# RGS4 block – human RGS4 inhibition | P49798 | HEK293 M3R/RGS4 inducible, Fluo-4 calcium flux; stronger effect = higher value; triggered by carbachol at its EC20 | B-score at 10 µM | actives 0.45% (n = 310,000) | AID 463165;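 active = B-score, a plate-corrected calcium signal, over three deviations above library mean, with baseline fluorescence within five deviations of library mean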;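 note: RGS4 expression induced by doxycycline in cells with stable M3 receptor; B-score is computed from the integrated fluorescence ratio over baseline after carbachol; higher B-score means a larger calcium signal and so more RGS4 inhibition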
# Target sequence (P49798 whole entry, looked up): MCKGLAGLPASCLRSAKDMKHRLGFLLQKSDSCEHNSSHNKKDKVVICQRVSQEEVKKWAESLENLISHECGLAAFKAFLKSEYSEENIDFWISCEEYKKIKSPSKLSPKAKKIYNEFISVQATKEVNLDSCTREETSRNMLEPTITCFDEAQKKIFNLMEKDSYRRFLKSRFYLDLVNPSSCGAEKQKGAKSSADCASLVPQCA
# MrgX1 agonist – human MrgX1 receptor agonism, primary screen. Q96LB2. MrgX1-HEK293 cells, Fluo-4 calcium fluorescence, agonist mode; stronger effect = higher value. B-score at 10 µM. actives 0.44% (n = 310,000);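 active = calcium response B-score plate-corrected fluorescence ratio at least 3 library SD, with starting fluorescence B-score inside 5 SD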
#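 Material: MrgX1-expressing HEK293 cells; input: 15,000 cells per well; doses: test compound given as first of three sequential additions; schedule: overnight plating before 1 h dye loading; technique: Fluo-4 NW calcium-flux fluorescence, kinetic read; evaluation: baseline-normalised fluorescence change ratio, B-scored; control set: plate-wise positive and negative controls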
# TRPC6 activator – mouse TRPC6 channel activation; Q61143; HEK293-TRPC6 membrane potential dye fluorescence; stronger effect = higher value; B-score at 10 µM; actives 0.13% (n = 310,000); AID 2550;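 active = B-score of the integrated fluorescence ratio above library mean plus 3 SD, and starting fluorescence ratio within library mean plus 5 SD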;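 note: higher score means more depolarization so channel activation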
# Platelet DG rel – platelet dense granule release activity; human platelet-rich plasma, SFLLRN dense granule ATP release, luminescence; actives 0.22% (n = 300,000); inhibition, %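 (compounds screened at 7.5 µM in platelet-rich plasma)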;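 active = mean replicate score, as percent of positive control, at or above 50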
# RGS4 act – potentiators or activators of RGS4 | B-score at 10 µM | HEK293 M3R/inducible RGS4, carbachol calcium flux Fluo4; stronger effect = lower value | AID 463111 | actives 0.92% (n = 310,000);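 active = B-score of the integrated calcium signal more than 4 SD below the library mean, with starting fluorescence not abnormally high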;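 note: negative B-score means reduced calcium response which marks RGS4 activation or potentiation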
#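 Material: Inducible-RGS4 HEK293 cells carrying M3 receptor; also added: carbachol at ECmax as muscarinic agonist stimulus; incubation: compound preincubation 20 min at room temperature before agonist; signal: Fluo4-AM (2 µM) calcium-flux fluorescence, kinetic read; measure: integrated calcium ratio converted to B score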
# MrgX1 antagonist – human MrgX1 receptor antagonism, primary screen. MRGX1-HEK293 calcium flux, Fluo-4, BAM8-22 antagonism; stronger effect = lower value. actives 1.3% (n = 310,000). Q96LB2. B-score at 10 µM;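 active = calcium-response B-score plate-corrected more than 3 library SD below zero, starting fluorescence within 5 deviations, no agonist response on first addition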;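 note: peak minus trough fluorescence over baseline after final BAM8-22 challenge near maximal dose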
# SKKanGAS inh – blocks kanamycin growth of S. pyogenes SKKanGAS strain. BacTiter-Glo, 6 h. actives 1.3% (n = 300,000). inhibition, % at 7.5 µM;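 active = mean replicate score, as percent of positive control median, at least 50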;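 note: strain carries kanamycin resistance gene driven by streptokinase promoter and grows in 40 µg/ml kanamycin; loss of luminescence reflects streptokinase promoter inhibition or plain growth inhibition; 0% = median of DMSO wells and 100% = positive control at its reference dose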
# MrgX1 PAM – allosterically activates human MrgX1 receptor signaling | Q96LB2 | MrgX1-HEK293, Fluo-4 calcium flux, FDSS; stronger effect = higher value | B-score at 10 µM | actives 0.63% (n = 310,000);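 active = plate-corrected calcium response at least 3 library SD above typical, normal starting fluorescence, not activating the receptor alone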;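 note: compound read alongside a low EC10 to EC30 dose of BAM8-22 agonist; peak minus trough fluorescence over baseline measured at the second addition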
# TRPC4 inh – inhibitors of mouse TRPC4 channel; HEK293 TRPC4beta/mu-opioid, DAMGO-evoked Fluo4 calcium flux; stronger effect = lower value; Q9QUQ5; B-score at 10 µM; actives 0.39% (n = 300,000);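 active = B-score over 3 SD under the library average, no early fluorescence shift, positive overall ratio signal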
#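 material = TRPC4beta/mu-opioid receptor HEK293 cell line | probe or stimulus = sequential submaximal and maximal DAMGO stimulation | compound dosing = one concentration per compound | measured by = Fluo4 Ca2+ flux fluorescence | evaluation = integrated fluorescence ratio relative to baseline, converted to per-well B score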
# An asterisk follows results filed as active; i = inactive; . = no result given. These rows are one share of the data. The share of hits here may be higher or lower than overall.
nr	SMILES	TRPC6 inhibitor	HIF activator	RGS4 block	MrgX1 agonist	TRPC6 activator	Platelet DG rel	RGS4 act	MrgX1 antagonist	SKKanGAS inh	MrgX1 PAM	TRPC4 inh
1	COc1ccccc1OCC#CCN1CCCCCC1	i	-1.2	i	i	i	-3.7	i	i	-6.3	i	i
2	COC(=O)C1=C(c2cccc(OC)c2OC)C[C@@H]2CC[C@H]1N2C(=O)NC1CC1	i	0.0	i	i	i	-0.3	i	i	-0.4	i	i
3	O=[N+]([O-])c1cnc[nH]1	i	0.3	i	i	i	2.2	i	i	0.7	i	i
4	Oc1cc2c(cc1CN1CCN(c3ccccc3F)CC1)OCO2	i	-1.5	i	i	i	-4.6	i	i	-3.0	i	i
5	O=C1/C(=C/c2ccccc2Cl)N2CCC1CC2	i	0.3	i	i	i	-2.5	i	i	2.0	i	i
6	O=C(Cc1ccccc1)OCCN1CCOCC1	i	-0.4	i	i	i	0.8	i	i	0.7	i	i
7	CC(=O)Cc1c[nH]c2ccccc12	i	0.1	i	i	i	-12.6	i	i	4.0	i	i
8	N#Cc1c(N2CCNCC2)nc(-c2ccco2)c2c1CCCC2	-7.84*	-0.5	5.51*	i	i	4.5	i	i	6.8	i	i
9	Cc1n[nH]c(C)c1CCN	i	-0.2	i	i	i	5.8	i	i	-4.9	i	i
10	CCC(=O)C(CCN1CCOCC1)(c1ccccc1)c1ccccc1	i	0.9	i	i	i	10.5	i	i	1.1	i	i
11	COc1ccc(N2C(=O)NC(=O)/C(=C\c3ccc([N+](=O)[O-])s3)C2=O)cc1	i	0.1	5.24*	i	i	0.7	i	i	6.6	i	i
12	O=C(O)C(O)(c1ccccc1)C1CCCC1 (stereo not drawn)	i	0.1	i	i	i	5.5	i	i	-2.6	i	i
13	CNCC(=O)c1ccccc1	i	0.0	i	i	i	1.0	i	i	3.8	i	i
14	C=C1C[C@@H]2[C@H](CC[C@]3(C)C(=O)CC[C@@H]23)[C@@]2(C)C=CC(=O)C=C12	i	0.1	i	i	i	-2.7	i	i	-5.1	i	i
15	CCC(=O)Nc1ccccc1	i	-0.1	i	i	i	4.6	i	i	-6.3	i	i
16	C[N+]1(C)CCC(OC(=O)C(c2ccccc2)c2ccccc2)CC1	-7.29*	0.3	i	i	i	-2.3	i	i	-4.0	i	i
17	CC(C)NS(=O)(=O)c1ccc(OCC(=O)N2CCN(Cc3ccccc3)CC2)cc1	i	-0.2	i	i	i	-1.3	i	i	-0.5	i	i
18	CCCCCCNc1nc(OC)nc(N2CC3CC(C2)c2cccc(=O)n2C3)n1 (stereo not drawn)	i	0.3	i	i	i	4.4	i	i	-7.3	i	i
19	Cc1ccc(-c2nc3ccc(Cl)cc3n2OC(=O)N(C)C)cc1	i	4.1	i	i	i	-7.0	i	i	-2.6	i	i
20	COc1ccc(C=O)cc1O	i	-1.0	i	i	i	-1.3	i	i	2.1	i	i
21	CCCCCCC[n+]1ccc(-c2cc[n+](CCCCCCC)cc2)cc1	i	0.1	i	i	i	-12.5	i	i	5.4	i	i
22	Cc1nc2ccc(Br)cc2c(=O)n1-c1ccc([N+](=O)[O-])c(C(F)(F)F)c1	i	0.5	i	i	i	-1.1	i	i	1.8	i	i
23	Cc1cccc(OP(N)(N)=O)c1C	i	-0.1	i	i	i	3.6	i	i	-2.7	i	i
24	CCOC(=O)C(O)(c1cn(C)c2ccccc12)C(F)(F)F (stereo not drawn)	i	-0.7	i	i	i	0.2	i	i	-3.1	i	i
25	O=C1NC(=O)N(Cc2ccc(F)cc2)C(=O)/C1=C/c1cccs1	i	-0.1	30.2*	i	i	25.4	i	i	-0.6	i	i
26	O=CC(Br)P(=O)(N1CCOCC1)N1CCOCC1 (stereo not drawn)	i	-0.4	i	i	i	-2.2	i	i	2.8	i	i
27	CN1C(=O)C(Cc2cccc3ccccc23)C(=O)N(C)C1=O	i	0.2	i	i	i	1.0	i	i	3.4	i	i
28	COc1ccc2c(C)c(CC(=O)N3C[C@H]4C[C@@H](C3)c3cccc(=O)n3C4)c(=O)oc2c1	i	-0.3	i	i	i	1.3	i	i	0.4	i	i
29	N#CC(c1cccnc1)N1CCOCC1 (stereo not drawn)	i	-0.3	i	i	i	3.1	i	i	-7.0	i	i
30	COc1ccc(CCNCc2ccccc2F)cc1	i	0.6	i	i	i	1.8	i	i	2.8	i	i
31	CCOC(=O)CN1C(=O)C2(C(C#N)=C(N)Oc3ccccc32)C(C(=O)OC)=C1C (stereo not drawn)	i	-0.6	i	i	i	3.5	i	i	-5.6	i	i
32	O=C1CC(c2cccnc2)=NN1c1ccccc1	i	-1.1	i	i	i	0.2	i	i	-2.3	i	i
33	CCCCCCCSc1cc(OC)c(CCNC)cc1OC	-5.09*	-0.4	i	i	i	2.0	i	i	1.1	i	i
34	CCCCNC(=S)N1CCn2cccc2C1c1cccnc1 (stereo not drawn)	i	-0.2	i	i	i	-3.1	i	i	-4.3	i	i
35	CC(CN(C)C1CCN(C)CC1)c1ccccc1 (stereo not drawn)	i	-26.5	i	i	i	9.3	i	i	1.1	i	i
36	CCCCCn1c(=O)c(C(=O)Nc2c(C)n(C)n(-c3ccccc3)c2=O)c(O)c2ccccc21	i	0.9	i	i	i	-6.3	-7.47*	i	21.8	i	i
37	CCC[C@H](N[C@@H](CCC)[C@H](O)c1ccccc1)[C@H](O)c1ccccc1	i	-0.6	i	i	i	0.5	i	i	-1.3	i	i
38	CC(C)CCNC(=O)CN1C(=O)CN=C(c2ccccc2)c2ccccc21	i	0.3	i	i	i	4.7	i	i	-6.5	i	i
39	O=C1NC(=O)N(Cc2ccccc2)C(=O)/C1=C\c1ccco1	i	-0.7	i	i	i	-1.0	i	i	-6.9	i	i
40	CCOC(=O)c1c(C=O)c2ccccc2n1Cc1ccccc1F	i	0.6	i	i	i	5.8	i	i	16.6	i	i
41	COC(=O)c1c(C)[nH]c(C(=O)C(C)[N+]23CCN(CC2)CC3)c1C (stereo not drawn)	i	-0.3	i	i	i	1.4	i	i	-4.3	i	i
42	Cc1ccc(Cn2cc(C=O)c3ccccc32)cc1	i	0.2	i	i	i	-0.8	i	i	4.1	i	i
43	c1ccc2[nH]c(CCNC3CCCCC3)nc2c1	i	-0.4	i	i	i	-5.7	i	i	0.0	i	i
44	O=C(c1cc2ccccc2oc1=O)N1CCC2(CC1)OCCO2	i	-0.4	i	i	i	-7.8	i	i	-6.3	i	i
45	CCCNS(=O)(=O)c1ccc(OCC(=O)N2CCN(Cc3ccc4c(c3)OCO4)CC2)cc1	i	-1.0	i	i	i	-3.1	i	i	-3.2	i	i
46	Cc1ccccc1NC(=O)CCl	i	-0.6	i	i	i	-2.1	i	i	-0.7	i	i
47	COc1ccc(N2C(=O)NC(=O)/C(=C\c3cn(C)c4ccccc34)C2=O)cc1	i	-0.6	i	i	i	13.3	i	i	0.6	i	i
48	COc1cccc(N2C(=O)NC(=O)/C(=C/c3ccc([N+](=O)[O-])s3)C2=O)c1	i	-0.8	10.2*	i	i	12.0	i	i	11.8	i	i
49	Cc1ccsc1C(=O)C1CCCN(Cc2cnc(N3CCOCC3)s2)C1 (stereo not drawn)	i	0.1	i	i	i	0.0	i	i	0.6	i	i
50	Cc1nc2ccc(Cl)cc2c(=O)n1-c1cccc(Cl)c1	i	-0.6	i	i	i	2.6	i	i	0.1	i	i
51	COc1ccc(-c2n(-c3ccccn3)c3ccccc3[n+]2-c2ccccn2)cc1	i	-0.2	i	.	i	0.1	i	.	-2.7	.	i
52	CCn1c(O)c(C=NCCc2c[nH]c3ccccc23)c(=O)[nH]c1=O	i	0.1	i	i	i	-1.4	i	i	-12.6	i	i
53	O=c1c2ccccc2nc(-c2ccoc2)n1-c1ccccc1	i	-0.4	i	i	i	-0.1	i	i	8.1	i	i
54	N=C1c2ccccc2CN1NC(=O)c1ccc(Br)o1	i	0.0	i	i	i	3.9	i	i	-3.8	i	i
55	CN(C)C=C1C(=O)N(C2CCCCC2)C(=O)N(C2CCCCC2)C1=O	i	0.1	i	52*	i	-1.5	i	i	18.7	i	i
56	O=c1[nH]c(=O)n(Cc2ccccc2)c(O)c1/C=N/Nc1c(F)c(F)c(F)c(F)c1F	i	-0.3	i	i	i	-3.4	i	i	6.5	i	i
57	N=C(N)c1c(O)n(C2CCCCC2)c(=O)n(C2CCCCC2)c1=O	i	.	i	i	i	.	i	i	13.3	i	i
58	Cc1cc(N2C(=O)C3CCCN3C2c2sccc2C)no1 (stereo not drawn)	i	-0.1	i	i	i	-2.4	i	i	-3.8	i	i
59	O=c1[nH]c(=O)n(Cc2ccccc2)c(O)c1C=Nc1ccc(CN2CCOCC2)cc1	i	0.2	i	i	i	-1.8	i	i	3.0	i	i
60	CCCCCn1c(=O)c(C(=O)Nc2cccc(C)c2)c(O)c2ccccc21	i	-34.8	i	i	i	-13.0	i	-5.21*	1.0	i	i

# More entries follow:
nr	SMILES	TRPC6 inhibitor	HIF activator	RGS4 block	MrgX1 agonist	TRPC6 activator	Platelet DG rel	RGS4 act	MrgX1 antagonist	SKKanGAS inh	MrgX1 PAM	TRPC4 inh
61	CC1CCCC(NC(=O)COC(=O)Cc2ccccc2)C1C (stereo not drawn)	i	0.7	i	i	i	4.6	i	i	-4.5	i	i
62	O=C(CN1CC(c2ccccc2)CC1=O)Nc1cccc(F)c1 (stereo not drawn)	i	0.0	i	i	i	12.8	i	i	-10.8	i	i
63	CCC(C#N)(CC)P(=S)(c1ccccc1)c1ccccc1	i	0.4	i	i	i	-8.5	i	i	19.3	i	i
64	COc1ccc(/C=C2\C(=N\O)C3CCN2CC3)cc1	i	0.5	i	i	i	0.9	i	i	-10.7	i	i
65	CC1(C)N=C(c2ccccc2)[C@@H]2C(c3ccc([N+](=O)[O-])cc3)N21 (stereo partly drawn)	i	-0.5	i	i	i	14.0	i	i	3.8	i	i
66	COc1ccc(CN2CCCC(C(=O)c3ccc(Cl)cc3)C2)c(OC)c1 (stereo not drawn)	i	-0.4	i	i	i	-1.7	i	i	-3.1	i	i
67	Cc1ccc(C2N3CCCN23)cc1 (stereo not drawn)	i	0.1	i	i	i	12.0	i	i	-3.3	i	i
68	O=C(CCCc1ccccc1)NCCc1cnc[nH]1	i	-8.7	i	i	i	0.8	i	i	-0.6	i	i
69	CCn1nc(/C=C/c2ccccc2)nc2c(=O)n(C)c(=O)nc1-2	i	-2.8	i	.	i	-8.6	i	.	5.1	.	i
